Insulin prom inh – TRM-6 insulin promoter activity inhibition; TRM-6 cells (human fetal islet line), insulin promoter-eGFP reporter, imaging; reporter expression induced with tamoxifen; AID 1273; 130,000 tested, 0.9% active; inhibition, % at 2 µM;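 active means inhibition above the mean plus 3 SD, with well images judged a real hit on visual review, cut at about 60% in these data, passing the limit was not always enough; inconclusive means inhibition over the cutoff but images rejected on review; inactive means inhibition not above the cutoff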
SDO1 yeast rescue – compounds rescuing growth of sdo1-depleted yeast, bone marrow failure model; z-score at 10 µM; S. cerevisiae sdo1-depleted JHY4D growth rescue, OD600 30 h; stronger effect = higher value; pdr5 snq2 efflux-pump mutant strain; 140,000 tested, 0.21% active; AID 817;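 active means z-score above 3 at both the 24 hr and the 30 hr optical density reads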;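 further: z-score against mean and SD of all compound wells on the same plate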
SDO1 yeast rescue Rescue 24 h – also measured in SDO1 yeast rescue; calls as there; z-score; S. cerevisiae sdo1-depleted JHY4D growth rescue, OD600; measured here: growth rescue at 24 h;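 0 is the plate mean of compound wells and units are plate SD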
* hit, by the source's call; ? = inconclusive; . = not tested or not shown.

SMILES	SDO1 yeast rescue Rescue 24 h	Insulin prom inh	SDO1 yeast rescue
Cc1cc(C)c(NC2=NCC(=O)N2C2CCCCC2)c(C)c1	0.02	28.9	-0.07
O=S(=O)(Nc1ncn[nH]1)c1ccc2ccccc2c1	0.25	-5.0	0.31
CN1CCc2c(c3c(n2C)CCN(C)C3c2ccc(F)cc2)C1c1ccc(F)cc1 (stereo not given)	0.67	-69.2	0.94
Cc1ccc(C(=O)c2oc3ccccc3c2NC(=O)c2cc(-c3ccccc3O)n[nH]2)cc1	0.35	0.0	0.48
O=C(Cc1n[nH]c(=O)c2ccccc12)OCC(=O)c1ccc2c(c1)OCCO2	1.4	.	0.42
CC(C)(CNC(=O)c1ccc(Cl)c(S(=O)(=O)N2CCc3ccccc3C2)c1)N1CCOCC1	.	0.0	.
COc1cccc(CN2CCNC(=O)C2CC(=O)O)c1OC (stereo not given)	0.52	.	0.83
COc1ccc(C2C(C(=O)Nc3cccc(C)n3)CCC(=O)N2c2ccc(OC)cc2)cc1 (stereo not given)	0.24	.	0.7
CCn1c(SCC(=O)Nc2ccccc2F)nc2c(c1=O)SC(C)C2 (stereo not given)	-1.97	-18.2	-3.18
COCCNC(=O)c1c[nH]n2c(=O)cc(C3CCN(C(=O)OC(C)(C)C)CC3)nc12	-0.65	.	0.06
Cc1ccc(-c2nn(C)c(=O)c3ccccc23)cc1S(=O)(=O)N1CCOCC1	0.91	-100.0	0.75
O=C(Nc1ccc(Br)cc1)N1CCCCCCC1	0.59	.	0.4
COc1ccc(CCN2C(=O)C3C4C=CC(C4)C3C2=O)cc1OC (stereo not given)	0	11.1	0.58
COc1ccccc1C(=O)NCCn1cc(SCC(=O)Nc2nnc(C)s2)c2ccccc21	-0.03	.	0.29
COc1ccc(C(c2c[nH]c3ccccc23)c2c[nH]c3ccccc23)cc1O	-1.53	.	-1.98
O=C(Nc1ccc(F)c(F)c1)c1ccc2c(c1)OCO2	-1.12	-36.4	-0.68
O=C1CC(c2ccc(Cl)cc2)CC(O)=C1C=NCc1ccc(Cl)c(Cl)c1 (stereo not given)	-0.72	-12.7	-0.87
CC1(C)C2CCC(C2)C1(C)NC(=O)CNCC1CCCCC1 (stereo not given)	.	-72.7	.
Cc1ccccc1CNC(=O)c1ccc(CSCc2ccccc2)cc1	-0.72	15.6	-0.6
O=C(CN1N=C(C(F)(F)F)CC1(O)c1ccc([N+](=O)[O-])cc1)c1ccccc1 (stereo not given)	-1.72	-38.1	-1.55
COc1ccc(CNC(=O)CN(CC2CCCO2)C(=O)CNS(=O)(=O)c2ccccc2)cc1 (stereo not given)	0.49	-181.8	0.68
COc1ccccc1CNc1nc(S(=O)(=O)c2ccccc2)c(Cl)s1	-0.27	-58.1	-0.28
COC(=O)CSc1nnc(-c2cnccn2)n1C	-1.11	30.2	0.01
CC1CC(C)C[N+](=C2C=C(N3CCCC3)CC(C)(C)C2)C1 (stereo not given)	.	41.7	.
C=CCOC(=O)c1c(C)nc2cc3c(cc2c1C)OCO3	0.3	-43.3	0
COC(=O)C1CSC(C(=O)OC)N1C(=O)Nc1ccc(Cl)cc1 (stereo not given)	-0.6	9.7	0.63
O=C(c1ccc(O)cc1)c1ccc(C(=O)c2ccc(O)cc2)cc1	-1.06	-58.3	-0.04
Cc1nc2ccc(-c3nc4ccccc4o3)cc2[nH]1	1.42	64.1	-0.36
Cc1c(N2C(=O)C(C)SC23C(=O)Nc2ccccc23)c(=O)n(-c2ccccc2)n1C (stereo not given)	0.67	-3.4	0.67
CCCCc1ccc(C2C3=C(CC(C)(C)CC3=O)NC3=C2C(=O)c2ccccc23)cc1 (stereo not given)	-0.33	.	-0.06
CN(CCC#N)C(=O)COC(=O)c1c2c(nc3ccccc13)/C(=C/c1ccco1)CC2	-0.07	21.9	-0.43
COC(=O)Cc1ccc(NC(=S)N2CCN(c3ccc(OC)cc3)CC2)cc1	-1.34	.	-0.41
C=CCSc1nnc(CNC(=O)c2ccc(Cl)cc2)n1CC	.	-40.0	.
CCCNC(=S)N1CCC(NC(=O)C2CCCCC2)CC1	-0.14	13.9	0.47
Cc1ccccc1NC(=O)CCCSc1nc2ccccc2s1	-0.22	.	-0.63
CCn1c(N)c(C(=O)NC2CCCCC2)sc1=S	-0.17	-17.6	-0.45
Cc1nnc(NC(=O)c2ccco2)s1	0.47	.	0.06
CC(C)n1c(-c2ccco2)csc1=Nc1cccnc1	0.54	0.0	-1.39
COc1cc(OC)cc(C(=O)NCc2cccnc2)c1	1.06	22.2	1.35
Cc1ccc(S(=O)(=O)NCc2ccncc2)cc1	-0.37	.	0.08
N#C/C(=C(\O)Cc1ccccc1)c1nc2ccccc2[nH]1	0.95	-8.7	0.02
CC1CN(C(=O)COc2ncnc3ccccc23)CC(C)O1 (stereo not given)	1.18	-31.4	1.15
COc1cccc(-c2nc(-c3ccc(NC(=O)c4ccncc4)cc3)no2)c1	0.97	?	-0.31
CCC1Oc2ccccc2N(CC(=O)NCCc2ccc(OC)c(OC)c2)C1=O (stereo not given)	-0.16	-26.7	0.67
CCOC(=O)CCCNc1ccc([N+](=O)[O-])cc1[N+](=O)[O-]	1.08	-6.1	2.23
O=C(Nc1cccc(Cl)c1)N1CCN(Cc2ccccc2)CC1	-1.02	.	-0.55
COc1ccc(-c2nnn(CC(=O)OC3CCCCC3)n2)cc1OC	-0.08	54.5	-0.47
CC(C)c1[nH]nc2c1C(c1cccnc1)C(C#N)=C(N)O2 (stereo not given)	0.08	46.1	0.82
COc1ccccc1NC(=O)CSc1nc(N)c(C#N)cc1C#N	.	-85.0	.
CCc1cc2c(=O)n(C(C)C(=O)OC3CCCCC3)cnc2s1 (stereo not given)	-0.42	-290.0	-0.23
CCN1CCN(CC(=O)Nc2cccc(C)c2C)C(=O)C1=O	-0.88	.	-0.11
Cc1c(C)n(C)c2ccc(C(=O)Nc3cccc4ccccc34)cc12	-0.92	16.0	-1.28
N#C/C(=C\c1cn(CC(=O)N2CCCC2)c2ccccc12)C(=O)NCc1ccc2c(c1)OCO2	-0.6	-253.6	0.02
Cc1cccc(N2CCN(CC(=O)Nc3ccccc3[N+](=O)[O-])CC2)c1C	-0.76	-46.4	-1.4
Cc1cnc(C(=O)Nc2ccc(N3CCN(C(=O)OC(C)(C)C)CC3)cc2)cn1	-0.48	-7.1	0.11
CSC1=NCCN1C(=O)c1c(F)cccc1Cl	-0.68	.	-0.11

The list goes on:
SMILES	SDO1 yeast rescue Rescue 24 h	Insulin prom inh	SDO1 yeast rescue
O=C1CC(c2cccc(F)c2)C2=C(CCCC2=O)N1 (stereo not given)	1.97	.	1.83
O=C(CSc1nnc(COc2cccc3cccnc23)o1)N1CCN(C(=O)c2ccco2)CC1	-1.49	53.3	-0.63
COc1ccc(-c2nc(NC(=O)CSc3nnc(C)s3)ns2)cc1	-1.26	14.3	-0.6
CCOC(=O)Cn1c(=N)n(CCOc2cccc(C)c2)c2ccccc21	0.19	20.0	0.61
COc1ccc(N2CCN(CC(O)COc3ccc4c(c3)CCC4)CC2)cc1 (stereo not given)	0	-19.2	-0.43
COc1ccc(C(=O)Nc2nc(C)c(C(=O)N(C)C)s2)cc1OC	0.75	-21.6	0.64
O=C(c1ccccc1)c1c[nH]cc1-c1ccccc1	-1.77	-343.8	-1.67
CCOC(=O)Cc1[nH]nc2c1C(C1C=CCCC1)C(C#N)=C(N)O2 (stereo not given)	0.57	.	0.18

Results in Insulin prom inh and SDO1 yeast rescue Rescue 24 h, for 5 of the compounds above:
structure	Insulin prom inh	SDO1 yeast rescue Rescue 24 h
O=C(CSc1nnc(COc2cccc3cccnc23)o1)N1CCN(C(=O)c2ccco2)CC1	53.3	-1.49
COc1ccc(N2CCN(CC(O)COc3ccc4c(c3)CCC4)CC2)cc1 (stereo not given)	-19.2	0
CCOC(=O)Cc1[nH]nc2c1C(C1C=CCCC1)C(C#N)=C(N)O2 (stereo not given)	.	0.57
COc1ccc(C(=O)Nc2nc(C)c(C(=O)N(C)C)s2)cc1OC	-21.6	0.75
O=C(c1ccccc1)c1c[nH]cc1-c1ccccc1	-343.8	-1.77

The listing continues.
SMILES	SDO1 yeast rescue Rescue 24 h	Insulin prom inh	SDO1 yeast rescue
COC(=O)c1cc(C(=O)CC(C)C)c[nH]1	.	7.7	.
O=C(Nc1nccs1)c1ccc(S(=O)(=O)N2CCCCC2)cc1	-0.47	.	0.12
c1nc(N2CCCCC2)c2[nH]cnc2n1	1.03	.	1.3
O=C(c1ccc2ncsc2c1)N1CCN(c2ccc(O)cc2)CC1	-0.8	-2.9	0.11
CNC(=O)C(=O)NCCc1ccc(Cl)cc1	-1.04	-21.6	-0.25
CC1(C)Cc2c(C#N)c(N3CCCC3)nc(-c3ccco3)c2CO1	-0.89	.	-0.95
CCN(CC)S(=O)(=O)c1ccc(OC)nc1	-0.18	-11.6	0.33
COc1coc(/C=C/C(=O)O)cc1=O	-1.48	-16.7	0.19
COc1ccc(/C=N/n2c(=S)n(C)c3ccccc32)cc1OC	0.86	0.0	0.31
O=C(O)CCc1ccc(-c2ccccc2)n1CC1CCCO1 (stereo not given)	-0.76	62.5	-0.18
Cc1csc(SCc2nc3sc4c(c3c(=O)[nH]2)CCC4)n1	0.25	2.7	-0.66
O=C(N/N=C/c1cn(Cc2ccccc2)c2ccccc12)c1ccncc1	.	-20.9	.
O=C(c1ccc(Cl)cc1)c1nnc(-c2ccncc2)o1	-0.15	19.4	0.3
CC(C)N(Cc1ccccc1)C(=O)/C=C/c1ccccc1[N+](=O)[O-]	.	-14.3	.
C=CCn1c(SCC(=O)O)nnc1-c1ccccc1	2.37	43.8	2.05
Cc1ccc(NC(=O)Cn2cnc3c(cnn3C(C)(C)C)c2=O)cc1	-0.91	-7.1	-0.98
COCCn1c(N2CCN(c3ccc(OC)cc3)CC2)nc2c1c(=O)[nH]c(=O)n2C	-1.01	10.0	-0.31
COC(=O)c1ccc(C)c(NC(=O)Cc2coc3cc(OC)ccc23)c1	-0.43	19.4	-0.36
Cc1c(NC(=O)c2ccccc2N(C)S(=O)(=O)c2ccccc2)c(=O)n(-c2ccccc2)n1C	0.04	43.5	0.39
Cc1c(NC(=O)/C=C/c2ccc(S(=O)(=O)N3CCOCC3)cc2)c(=O)n(-c2ccccc2)n1C	.	-40.0	.
CCOC(=O)C1=C(C)NC2=C(C(=O)C(C(=O)OCC)C(c3cccc(OC)c3)C2)C1c1ccccn1 (stereo not given)	-1.42	-10.8	0.24
O=C(Cc1coc2ccc3ccccc3c12)Nc1nnc(C2CC2)s1	-0.3	23.3	-0.71
CCOC(=O)c1c(NC(=O)COC)sc2c1CCCC2	-0.68	-12.1	-1.43
O=C(OCCN1CCCCC1)c1ccc(Cl)cc1	-0.29	.	-0.38
CNC(=O)c1csc(-c2cccs2)n1	.	27.8	.
Cc1cc(NC(=O)CSc2nnc(C3CC3)n2Cc2ccccc2)no1	-1.6	.	-0.22
CNC(=S)NNC(=O)c1sc2cc(C(F)(F)F)cnc2c1-c1ccccn1	.	-9.1	.
COc1ccc(Cl)cc1NC(=S)N(CCN1CCOCC1)C1CCN(C(C)=O)CC1	.	7.1	.
C/C(CS(=O)(=O)c1ccccc1)=N\O	.	-229.4	.
O=c1ccc(OCCOc2ccccc2)nn1-c1ccccc1	14.8*	-41.4	12.2*
COc1ccc(CCNC(=O)c2cc3sccc3n2C)cc1OC	0.03	.	0.11
c1ccc(C2=Nc3cccnc3C(c3ccccc3)=NN2)cc1	.	-5.9	.
COc1ccc(C(N)=O)cc1NC(=O)CC(O)(C(F)(F)F)C(F)(F)F	-0.53	9.5	-0.03
COc1ccc(C2=NOC(COC(=O)c3ccc4ccccc4n3)C2)cc1 (stereo not given)	-1.09	-3.3	-0.44
Cc1ccc(S(=O)(=O)N2N=C3CCCCC3C2(O)C(F)(F)F)cc1 (stereo not given)	.	16.7	.
Cc1ccc(C)c(NC(=S)NCc2cccn2C)c1	-0.72	9.4	-0.48
C/C(=N\N1CCN(C2c3ccccc3-c3ccccc32)CC1)c1cccnc1	-0.1	-11.4	0.21
CCOc1ccccc1Nc1nnc(SCC(=O)Nc2nc(-c3ccc(OC)cc3)cs2)s1	.	-20.0	.
CCC(=O)Nc1ccc(C(=O)N2CCN(C(=O)c3ccco3)CC2)cc1	.	-33.3	.
O=CNC(=O)c1ccccc1C(=O)O	0.43	42.9	0.28
O=C(CCc1ccccc1)N1N=C(c2ccncc2)CC1(O)C(F)(F)F (stereo not given)	.	13.3	.
CCOc1ccc(CCN2C(=O)c3cccnc3C2=O)cc1OCC	.	68.4*	.
Cn1c(=O)c2c(nc(N/N=C/c3cccs3)n2Cc2ccc(Br)cc2)n(C)c1=O	-1.37	20.0	-2.03
CCNc1nc2ccccc2[nH]1	-0.96	.	-0.75
FC(F)(F)c1cccc(NC(=S)N2CCN(c3ccccc3)CC2)c1	-0.89	41.7	-0.17
CCOC(=O)c1ccc(NC(=O)c2ccccc2[N+](=O)[O-])cc1	-0.48	-3.3	-0.91
O=C(CNCc1cccs1)Nc1ccc(S(=O)(=O)N2CCCCC2)cc1	.	0.0	.
Cc1ccc(C(=O)Oc2cc(C)[nH]c(=O)c2[N+](=O)[O-])cc1	.	-15.4	.

Source: PubChem BioAssay

The list is partial, so the mix of outcomes need not match the whole.
